# BoNT-F LC inh: blocks Botulinum neurotoxin F light chain protease | AID 588497 | Multiplex microsphere protease cleavage assay, flow cytometry | 360,000 compounds, 0.22% hits | inhibition, % at 10 µM; in the data active = inhibition above about 35%, passing the limit was not always enough; inconclusive = no clear call, values can overlap the other calls; also: plate controls were buffer without enzyme for full effect and enzyme alone for no effect
# FBA Mtb inh: inhibitors of M. tuberculosis fructose-bisphosphate aldolase; inhibition, % at 1 µM; purified M. tuberculosis FBA, fluorescence read-out; P9WQA3; 360,000 compounds, 2.3% hits; in the data active = inhibition above about 27%;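 also: 0% = vehicle and 100% = reference inhibitor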
# Target sequence (P9WQA3 whole entry, looked up): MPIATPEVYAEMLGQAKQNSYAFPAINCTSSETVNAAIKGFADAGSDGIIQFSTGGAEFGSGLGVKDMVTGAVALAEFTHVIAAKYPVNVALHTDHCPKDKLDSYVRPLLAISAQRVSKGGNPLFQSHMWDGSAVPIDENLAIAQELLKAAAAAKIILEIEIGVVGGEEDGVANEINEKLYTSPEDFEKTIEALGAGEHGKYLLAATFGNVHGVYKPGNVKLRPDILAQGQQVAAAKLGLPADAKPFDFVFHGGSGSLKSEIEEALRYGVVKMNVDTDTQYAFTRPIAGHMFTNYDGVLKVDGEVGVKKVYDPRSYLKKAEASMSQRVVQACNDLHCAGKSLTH
# UGM FP inh: Mtb UDP-galactopyranose mutase inhibition. P9WIQ1. purified UGM, fluorescence polarization probe displacement. inhibition, % at 10 µM. 320,000 compounds, 0.06% hits. AID 504406; in the data active = inhibition above about 10%, passing the limit was not always enough; inconclusive = no clear call, values can overlap the other calls
# Target sequence (P9WIQ1 whole entry, looked up): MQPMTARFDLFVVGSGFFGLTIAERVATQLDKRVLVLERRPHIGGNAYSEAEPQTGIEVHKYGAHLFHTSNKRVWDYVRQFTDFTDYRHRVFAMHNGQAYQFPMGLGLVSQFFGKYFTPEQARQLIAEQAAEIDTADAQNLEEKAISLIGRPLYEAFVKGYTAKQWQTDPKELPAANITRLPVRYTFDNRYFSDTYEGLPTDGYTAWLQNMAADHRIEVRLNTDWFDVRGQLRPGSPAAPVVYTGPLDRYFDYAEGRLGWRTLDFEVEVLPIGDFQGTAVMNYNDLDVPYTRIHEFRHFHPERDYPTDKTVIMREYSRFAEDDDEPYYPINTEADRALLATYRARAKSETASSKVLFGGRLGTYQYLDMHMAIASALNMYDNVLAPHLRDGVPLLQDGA
# BoNT A protease: blocks Botulinum neurotoxin A light chain protease; multiplex microsphere protease substrate cleavage, flow cytometry; inhibition, % at 10 µM; 360,000 compounds, 0.17% hits; in the data active = inhibition above about 30%; inconclusive = no clear call, values can overlap the other calls; also: plate controls were buffer without enzyme for full effect and enzyme alone for no effect
# GDH-TPI counter: GDH-TPI coupled enzyme inhibition counter-screen. 360,000 compounds, 1.2% hits. inhibition, % at 4.8 µM. AID 588335. GDH-TPI coupled enzyme counterscreen, NADH absorbance;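 also: 0% = DMSO wells and 100% = wells lacking the enzyme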
# FadD28 binding: inhibitors of Mycobacterium tuberculosis FadD28 bisubstrate binding; FadD28 bisubstrate probe binding, fluorescence polarization; inhibition, % at 12.5 µM; 360,000 compounds, 0.22% hits; AID 588549; in the data active = inhibition above about 8.5%, passing the limit was not always enough; inconclusive = no clear call, values can overlap the other calls
# CCHF vOTU inh: blocks the CCHF virus ovarian tumor domain protease; CCHFV vOTU protease, Pep-AMC fluorescence; inhibition, % at 11.5 µM; 370,000 compounds, 0.55% hits; AID 651958; also: 0% = vehicle wells with enzyme and 100% = no enzyme wells
# PrPC surface inh: reduces human prion protein on the cell surface; AID 720596; inhibition, % at 13.8 µM; cell surface PrPC, TR-FRET read-out; 370,000 compounds, 0.43% hits; in the data active = inhibition above about 24%; also: 0% = median of the test wells and 100% = reference compound wells
# BioA inh: blocks M. tuberculosis BioA enzyme activity; inhibition, % at 9.99 µM; 360,000 compounds, 0.096% hits; purified M. tuberculosis BioA enzyme, plate reader; AID 602481; in the data active = inhibition above about 40%; inconclusive = no clear call, values can overlap the other calls
# * hit, by the source's call; ? = inconclusive; / = not tested or not shown; + = active, no number; & = joins results of further samples. Rule as the data show it, unless noted: active = inhibition above about 30%; inactive = the rest.
SMILES,BoNT-F LC inh,FBA Mtb inh,UGM FP inh,BoNT A protease,GDH-TPI counter,FadD28 binding,CCHF vOTU inh,PrPC surface inh,BioA inh
Cc1cc(C)cc(NC(=O)N2CCC(c3nc4ccccc4o3)CC2)c1,-2.7,4.3,0.2,-1.7,0.6,-1.4,-13.2,-10.7,/
CCN(c1cccc(C)c1)S(=O)(=O)c1ccc(OC)c([N+](=O)[O-])c1,-1.3,0.4,1.4,0.3,2.2,-1.1,11.4,1.8,-0.3
O=C(N=Nc1c(O)[nH]c2ccc(Cl)cc12)c1cc(-c2cccs2)nc2ccccc12,12.7,0.2,-1.0,1.0,7.5,-2.3,9.2,4.5,-2.3
CC(C)CCCC(C)NS(=O)(=O)Cc1ccccc1 (configuration not stated),-0.4,-0.9,-1.2,1.1,2.4,-0.7,7.2,2.1,2.8
Cc1cccc(C)c1NC1=NC2(CCCCC2)N=C(N)N1,7.9,2.6,2.3,6.1,-4.5,-0.7,-5.7,6.1,/
CCC(NC(=O)c1ccccc1NC(=O)c1ccco1)C(=O)NNC(=O)c1ccncc1 (configuration not stated),?,2.8,0.5,3.6,4.8,-1.3,1.5,-4.6,1.8
CCOCCCN1CN(Cc2ccccc2)CNC1=S,5.6,0.6,-1.2,1.3,3.6,-0.1,5.3,6.1,2.0
CC(C)CN(C(=O)C1CCC1)c1c(N)n(Cc2ccccc2)c(=O)[nH]c1=O,9.6,2.5,-1.1,7.6,9.2,-1.1,5.7,-5.9,0.0
Cc1cccc(-c2cc(C(=O)N3CCCc4ccccc43)c3ccccc3n2)c1,-1.4,0.5,2.4,0.3,2.6,-6.6,0.7,7.1,-0.6
Nc1c(-c2ccccc2)cnn1-c1cccc(Cl)c1,-14.0,-0.3,-1.3,-2.0,-3.3,1.1,-12.7,1.3,4.7
COc1ccc(S(=O)(=O)N(C)C[C@H]2Oc3ccc(NC(=O)Cc4ccccc4)cc3C(=O)N([C@H](C)CO)C[C@@H]2C)cc1,-0.4,-1.6,-0.9,0.4,1.7,-3.6,-9.0,3.2,1.7&-0.8
COc1ccc(C2=NS(=O)(=O)N(C)C(C(=O)N3CCCCC3)=C2)cc1,-5.5,-0.8,1.0,-0.4,24.4,-5.0,10.0,-5.0,-1.8
COc1ccc(OC)c(CN2C(=O)CCC2(C)c2nnnn2Cc2ccccc2)c1 (configuration not stated),-0.2,/,/,0.5,/,/,16.7,10.7,/
Cc1ccccc1Oc1cccc(C(=O)/C(C#N)=C/N(C)C)c1,1.1,-1.2,0.1,0.6,8.0,-4.6,7.6,2.9,-0.7
O=C(NC(=S)Nc1nc(-c2ccccc2)cs1)c1cccs1,-3.7,-2.1,2.9,0.4,9.7,-4.2,9.9,-0.1,0.4
CC(=O)c1ccc(Cc2ccc(C(C)=O)s2)s1,-4.5,2.9,/,-0.2,15.2,-3.2,2.0,5.8,2.4
O=C(CSc1nnc(-c2ccc(O)cc2)n1Cc1ccccc1)NNC(=O)c1ccc(Br)cc1,-4.4,2.3,-0.6,0.0,2.2,-2.2,-10.3,5.3,/
O=C(Nc1cccc(F)c1)N1C2CCC1CC(O)(c1cccnc1)C2 (configuration not stated),-8.3,0.1,2.4,-1.5,-3.9,-2.6,10.5,1.9,/
COc1cccc(-c2cccc(-c3nc(C(=O)NCc4ccc(Oc5ccccc5)cc4)cc4c3[C@H](CCO)N(S(=O)C(C)(C)C)C4)c2)c1 (some centres not stated),-14.4,-0.9,/,-0.8,/,-6.8,/,/,-1.2
CC(C)[C@H](NC(=O)[C@@H]1CSC2c3ccccc3C(=O)N21)C(=O)NCc1ccncc1 (some centres not stated),-3.4,-7.6,-0.7,0.8,0.3,-3.6,8.2,0.5,-1.7
C=CCN1N=C(c2ccc(NC(=O)c3ccccc3)cc2)CSC1=O,1.8,-5.6,-0.7,-0.7,7.9,-4.5,7.2,6.7,/
CN(C)S(=O)(=O)c1ccc(C(=O)N2CCCC2c2nc3ccccc3s2)cc1 (configuration not stated),2.1,-0.6,7.5,0.3,-3.8,-0.9,12.0,-13.1,-0.8
CC(C)(C)c1ccc2c(c1)OC(C(=O)N/N=C\c1ccc(-c3cccc(C(=O)O)c3)o1)CO2 (configuration not stated),/,9.1,0.9,/,38.7*,-0.5,23.6,7.7,/
CCOc1cc(N2CCOCC2)c(OCC)cc1NC(=O)c1ccccc1N1CCCC1=O,-16.0,2.7,/,-0.1,0.0,-3.1,-3.6,3.3,-0.4

# Results in BioA inh and GDH-TPI counter, for some of the entries so far:
compound	BioA inh	GDH-TPI counter
CN(C)S(=O)(=O)c1ccc(C(=O)N2CCCC2c2nc3ccccc3s2)cc1 (configuration not stated)	-0.8	-3.8
O=C(Nc1cccc(F)c1)N1C2CCC1CC(O)(c1cccnc1)C2 (configuration not stated)	/	-3.9

# Other structures follow:
SMILES,BoNT-F LC inh,FBA Mtb inh,UGM FP inh,BoNT A protease,GDH-TPI counter,FadD28 binding,CCHF vOTU inh,PrPC surface inh,BioA inh
Cc1ccc(NC(=O)CCNS(=O)(=O)c2ccc3c(c2)oc(=O)n3C)c(C)c1,-8.8,-0.5,-0.7,0.1,-6.1,-4.9,/,/,/
CCOc1ccccc1NC(=O)CN(c1ccc(OC)cc1)S(=O)(=O)c1c(C)noc1C,-3.0,-4.0,0.4,-1.8,11.2,-2.6,-2.1,7.2,1.5
CS(=O)(=O)c1ccc(-c2sc3ccccc3c2C#CCCO)cc1,3.4,17.2,3.8,-0.1,31.8*,-3.8,-10.8,-20.4,-1.4
Nc1ccc(C(=O)OCC(=O)c2cccc([N+](=O)[O-])c2)cc1,-2.1,1.2,-3.9,0.1,0.0,-3.3,-7.3,-17.2,/
CCOc1ccc(CCNC(=O)C2CCC(=O)N2CCc2ccccc2)cc1OCC (configuration not stated),-10.6,0.7,-2.3,-0.8,12.0,0.8,9.2,-5.9,-7.4
Cc1ccc(-n2c(N)c(C(=O)N3CCCCC3)sc2=S)cc1,/,-1.2,0.0,/,15.8,1.4,15.4,-11.6,4.5
CC[n+]1c(-c2ccccc2)csc1Nc1c(C)n(C)n(-c2ccccc2)c1=O,-1.9,-1.0,-1.0,-1.2,0.8,0.7,-6.6,-1.2,/
Cc1ccccc1OCc1nc(-c2ccccc2)no1,24.2,6.8,-4.8,0.5,1.5,-1.8,7.3,-1.3,-4.5
Cc1cc(Cl)c2cc3ccccc3cc2n1,5.2,0.5,1.1,5.5,-3.8,-1.7,2.4,-1.6,-1.3
CC(C)(C)OC(=O)NCc1ccc(NC(=O)c2nc[nH]c2C(=O)NCCN(CCNC(=O)c2[nH]cnc2C(=O)Nc2ccc(CNC(=O)OC(C)(C)C)cc2)CCNC(=O)c2[nH]cnc2C(=O)Nc2ccc(CNC(=O)OC(C)(C)C)cc2)cc1,-6.8,1.0,-4.9,0.0,30.4,6.6,16.7,1.1,-1.1
COCCCNC(=O)c1ccc2sc([C@@H]3O[C@H](CO)[C@H](O)[C@H](O)[C@H]3O)nc2c1,2.4,1.4,/,0.1,12.8,-0.7,-12.6,3.4,-1.3
O=C(CCl)NCCN1C(=O)S/C(=C\c2cccnc2)C1=O,-21.9,-0.5,1.0,-0.6,12.9,-2.6,-7.4,-13.0,/

# Laid out differently: entries from further up.
# Values run as follows: BoNT-F LC inh, FBA Mtb inh, UGM FP inh, BoNT A protease, GDH-TPI counter, FadD28 binding, CCHF vOTU inh, PrPC surface inh, BioA inh
- CC(C)(C)OC(=O)NCc1ccc(NC(=O)c2nc[nH]c2C(=O)NCCN(CCNC(=O)c2[nH]cnc2C(=O)Nc2ccc(CNC(=O)OC(C)(C)C)cc2)CCNC(=O)c2[nH]cnc2C(=O)Nc2ccc(CNC(=O)OC(C)(C)C)cc2)cc1
→ -6.8, 1.0, -4.9, 0.0, 30.4, 6.6, 16.7, 1.1, -1.1
- Cc1ccc(NC(=O)CCNS(=O)(=O)c2ccc3c(c2)oc(=O)n3C)c(C)c1
→ -8.8, -0.5, -0.7, 0.1, -6.1, -4.9, /, /, /
- Cc1ccc(-n2c(N)c(C(=O)N3CCCCC3)sc2=S)cc1
→ /, -1.2, 0.0, /, 15.8, 1.4, 15.4, -11.6, 4.5
- Cc1cc(Cl)c2cc3ccccc3cc2n1
→ 5.2, 0.5, 1.1, 5.5, -3.8, -1.7, 2.4, -1.6, -1.3
- CC[n+]1c(-c2ccccc2)csc1Nc1c(C)n(C)n(-c2ccccc2)c1=O
→ -1.9, -1.0, -1.0, -1.2, 0.8, 0.7, -6.6, -1.2, /
- CS(=O)(=O)c1ccc(-c2sc3ccccc3c2C#CCCO)cc1
→ 3.4, 17.2, 3.8, -0.1, 31.8*, -3.8, -10.8, -20.4, -1.4

# Further records:
SMILES,BoNT-F LC inh,FBA Mtb inh,UGM FP inh,BoNT A protease,GDH-TPI counter,FadD28 binding,CCHF vOTU inh,PrPC surface inh,BioA inh
CCCn1c(SCC(=O)NC(=O)NCc2ccccc2)n[nH]c1=O,-8.5,0.5,-0.7,0.0,-1.3,-2.1,-3.6,5.4,-2.7
Cc1ccc2nc(-c3ccc(SCC(=O)O)nc3)[nH]c2c1,-4.0,+,-2.6,-0.7,53.1*,-6.9,-109.3,-4.2,-0.5
CN(CC(=O)Nc1c(Cl)cccc1Cl)C(=O)CCc1nc2sc3c(c2c(=O)[nH]1)CCCC3,/,1.4,0.7,/,4.2,-1.4,6.1,7.6,/
CCOC(=O)COc1nc(N(C)C)nc(N(C)C)n1,9.1,1.6,3.4,0.4,5.8,0.5,2.0,4.5,-0.4
Cc1ccc(NC(=O)COc2ccc3oc4c(c3c2)CCCC4)nc1,-7.3,0.0,0.5,-0.8,8.2,1.6,-1.8,1.8,0.7
O=C(Nc1ccc(Br)c(C(F)(F)F)c1)c1ccccc1,-2.9,-0.6,1.6,-0.5,-3.8,-7.1,10.4,11.8,/
Cc1cc(Oc2ccc(C(F)(F)F)cc2[N+](=O)[O-])c2c3c(c(=O)oc2c1)CCC3,9.7,0.6,2.6,-0.1,4.7,0.9,-3.3,-2.6,0.1
Cc1nnc(NC(=O)CSc2nnc(C)n2-c2ccc(F)cc2)s1,3.2,1.7,-0.8,0.4,-6.3,-3.0,-8.5,-5.0,1.3
COc1ccc(-c2nnc(NC(=O)C3CCCO3)s2)cc1 (configuration not stated),-9.2,9.9,1.6,1.9,14.6,-2.2,-1.1,2.8,-0.9
Cc1cc(CNC(=O)COc2cc(F)ccc2[N+](=O)[O-])c2ccccc2n1,-0.6,-1.8,1.1,0.7,-1.9,-5.4,-8.8,1.5,0.3
CC(=O)C1=C(O)C(=O)N(Cc2ccco2)C1c1ccccc1 (configuration not stated),-8.5,0.7,2.3,-0.2,15.5,-1.1,2.2,-2.7,-0.6
CCOC(=O)C(NC(=O)c1ccccc1)(Nc1nnc(C)s1)C(F)(F)F (configuration not stated),-17.3,1.1,1.0,-1.7,6.8,-0.2,-8.2,1.5,-0.4
CCSc1nnc(NC(=O)CC(C)C)s1,-0.4,-0.4,0.8,-0.4,3.1,-2.2,6.1,-1.3,/
Cn1c(N)c(C(=O)COC(=O)COc2ccccc2C#N)c(=O)n(C)c1=O,0.8,1.6,-0.7,-0.2,1.6,-2.0,16.2,-5.3,/
O=C(Nc1ccc(NC(=O)c2ccccc2F)cn1)c1ccco1,-0.5,-1.1,-3.2,-2.1,-5.9,2.9,10.0,10.2,-1.5
CCC(=O)N1CC(=O)Nc2ccc(F)cc2C1c1ccccc1 (configuration not stated),-4.8,0.0,-0.3,-1.2,9.0,-0.2,8.1,8.9,3.2
CN1CCN(C(=O)c2ccc(COc3cc(Cl)ccc3Cl)o2)CC1,5.2,0.9,0.6,-1.1,4.5,-0.1,-13.4,-5.7,/
